Bioassay records: PubChem BioAssay, National Center for Advancing Translational Sciences (NCATS)
Mito fusion act: qHTS Assay for Small Molecule Inhibitors of Mitochondrial Division or Activators of Mitochondrial Fusion. S. cerevisiae fusion-defective mutant growth rescue, CellTiterGlo 48 h. Potency, µM (doses to about 46.1 µM), inactives show at the top dose growth rescue (activation), usual class: activators. AID 485298, 2010. actives 0.23% (n = 320,000);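 note: potency is the fitted concentration of half-maximal effect; % of control where 0% means no effect; nearly all actives have a fitted effect of over 45% in size; temperature-sensitive fusion mutants such as fzo1-1 at 37 °C on non-fermentable ethanol glycerol medium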
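S. cerevisiae fusion-defective temperature-sensitive mutants (e.g. fzo1-1, mgm1-5) grown 48 h at 37C in YPEG (ethanol/glycerol non-fermentable) medium with 23 nl compound per well; growth rescue read as CellTiterGlo luminescence.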
Menin MLL FP TR: qHTS Assay for Inhibitors Targeting the Menin-MLL Interaction in MLL Related Leukemias: Competition With Texas Red Labeled MLL-derived Mutant Peptide; actives 0.23% (n = 270,000); Menin + Texas Red MLL mutant peptide, fluorescence polarization; Potency, µM (doses to about 61.6 µM), without a hit: at the top dose FP activity change, negative = inhibition, usual class: inhibitors; O00255; active = well fitted inhibition curve with a large enough effect in the polarisation, with a control signal flat, not every such curve was filed as active; inconclusive = small, poorly fitted or top-dose-only effect, or effect the other way, or a change in a side signal; inactive = no such curve, though single readings can be large or run the other way; the % refers to the polarisation; note: potency is the fitted concentration of half-maximal effect; % of control where 0% means no effect; many of its hits are not listed in these tables
S-ASM inh: Inhibitors of Secretory Acid Sphingomyelinase (S-ASM): qHTS | placental ASM, HMU-PC fluorogenic substrate, 60 min | Sphingomyelin phosphodiesterase (Homo sapiens), P17405 | actives 0.006% (n = 340,000) | Potency, µM (highest dose often 57.5 µM), for the others: at the top dose activity change, negative = inhibition, hits mostly inhibitors; note: potency is the fitted concentration of half-maximal effect
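qHTS format. ASM enzyme prepared from human placenta hydrolyses the fluorogenic substrate HMU-PC0 (9 uM final) over 60 min at 37 °C after a 10 min compound preincubation.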
TSG101-PTAP inh: qHTS Assay for Iinhibitors of HIV-1 Budding by Blocking the Interaction of PTAP/TSG101. Tumor susceptibility gene 101 protein (Homo sapiens), Q99816. Fluorescence polarization, FITC-PTAP peptide / Tsg101 binding. Potency, µM (highest dose often 115 µM), for inactives: top-dose activity change, negative = inhibition, usual class: inhibitors. 340,000 tested, under 10 active. AID 493005, 2010; active = well fitted inhibition curve with a large enough effect in the main read-out, with a control signal flat, not every such curve was filed as active; inconclusive = small, poorly fitted or top-dose-only effect, or effect the other way, or a change in a side signal; inactive = no such curve, though single readings can be large or run the other way; note: potency is the fitted concentration of half-maximal effect; % of control where 0% means no effect
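Fluorescence anisotropy tracks displacement of a FITC-tagged PTAP peptide (50 nM) from the Tsg101 binding domain (10 uM), following a 20 min room-temperature incubation at pH 7.5.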
TCR act: Activators of T cell receptors: qHTS campaign; primary human leukocytes, anti-CD3, IL-2 HTRF, 48 h; Potency, µM (top dose mostly 9.22 µM), for inactives: at the top dose activation of IL-2 secretion, usual class: activators; 330,000 tested, under 10 active; AID 504894, 2011; note: % of control where 0% means no effect
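1) Mix primary human leukocytes, a-CD3 beads and compound. 2) Incubate 48 hr. 3) Add HTRF IL-2 reagents (a-IL-2-K, a-IL-2-d2).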
MLL CXXC-DNA inh: qHTS Fluorescence Polarization Assay for Inhibitors of MLL CXXC domain - DNA interaction. MLL-CXXC / FITC-HOXA9 DNA fluorescence polarization. Potency, µM (titrated, usually from 115 µM), for inactives: at the highest dose activity change, negative = inhibition, usual class: inhibitors. actives 0.037% (n = 290,000). AID 2662, 2010. Histone-lysine N-methyltransferase 2A (Homo sapiens), Q03164; active = well fitted inhibition curve with a large enough effect in the polarisation, with a control signal flat, not every such curve was filed as active; inconclusive = small, poorly fitted or top-dose-only effect, or effect the other way, or a change in a side signal; inactive = no such curve, though single readings can be large or run the other way; the % refers to the polarisation; note: potency is the fitted concentration of half-maximal effect
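Fluorescence polarization: 7 uM MLL-CXXC (stock) preincubated 5 min with compounds, then 50 nM fluorescein-HOX-A9 DNA (stock) added; 30 min ambient. Buffer 50 mM Tris-HCl pH 7.5, 50 mM NaCl, 1 mM DTT, 0.05% BSA.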
A-T KAP1 phos: qHTS Assay for Identifying a Potential Treatment of Ataxia-Telangiectasia | […] A-T fibroblasts, KAP-1 phosphorylation AlphaLISA; neocarzinostatin DNA damage 30 min before lysis | Potency, µM (top dose mostly 57.5 µM), for inactives: at the highest dose activation, most hits filed as activators | actives 0.19% (n = 320,000); note: potency is the fitted concentration of half-maximal effect; % of control where 0% means no effect; nearly all actives have a fitted effect of over 45% in size
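ATM-like activity read as KAP-1 phosphorylation via AlphaLISA donor/acceptor antibody pairs after lysis and 6 hr at 25C. Cells were ATM-null patient fibroblasts ([…], hTERT), dosed 60 min, then exposed to the DSB inducer NCS for 30 min.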
a7 integrin act: qHTS for Activators of Integrin-Mediated Alleviation for Muscular Dystrophy | Potency, µM (top dose mostly 38.3 µM), for inactives: at the top dose activation, usual class: activators | AID 624291, 2012 | actives 0.064% (n = 350,000) | alpha7betagal myoblasts, beta-gal FDG fluorescence, 48 h;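 note: potency is the fitted concentration of half-maximal effect; 100% = response of the positive control SU9516; nearly all actives have a fitted effect of over 60% in size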
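Alpha7betagal+/- myoblasts (passage 13) were plated 16-24 hr, then exposed to compounds (1:260 dilution of DMSO stock) for 48 hours at 37C. After MPER lysis, β-galactosidase reporter activity was read as FDG fluorescence (ex 480/em 540) after 30 minutes.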
TSHR antag: Antagonists of the Thyroid Stimulating Hormone Receptor: HTS campaign; actives 0.2% (n = 330,000); TSHR-expressing cells, TSH-stimulated cAMP HTRF, 2 h; active compounds read low; Thyrotropin receptor (Homo sapiens), P16473; activity change, negative = inhibition, % at 11.5 µM;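 active = activity change below a set negative limit, meaning inhibition stronger than a set level, cut at about -70% in these data; inconclusive = activity change between two set negative limits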; note: % is set by controls: 0 for no effect and ±100 for the full control effect
Target sequence (P16473 whole entry, looked up): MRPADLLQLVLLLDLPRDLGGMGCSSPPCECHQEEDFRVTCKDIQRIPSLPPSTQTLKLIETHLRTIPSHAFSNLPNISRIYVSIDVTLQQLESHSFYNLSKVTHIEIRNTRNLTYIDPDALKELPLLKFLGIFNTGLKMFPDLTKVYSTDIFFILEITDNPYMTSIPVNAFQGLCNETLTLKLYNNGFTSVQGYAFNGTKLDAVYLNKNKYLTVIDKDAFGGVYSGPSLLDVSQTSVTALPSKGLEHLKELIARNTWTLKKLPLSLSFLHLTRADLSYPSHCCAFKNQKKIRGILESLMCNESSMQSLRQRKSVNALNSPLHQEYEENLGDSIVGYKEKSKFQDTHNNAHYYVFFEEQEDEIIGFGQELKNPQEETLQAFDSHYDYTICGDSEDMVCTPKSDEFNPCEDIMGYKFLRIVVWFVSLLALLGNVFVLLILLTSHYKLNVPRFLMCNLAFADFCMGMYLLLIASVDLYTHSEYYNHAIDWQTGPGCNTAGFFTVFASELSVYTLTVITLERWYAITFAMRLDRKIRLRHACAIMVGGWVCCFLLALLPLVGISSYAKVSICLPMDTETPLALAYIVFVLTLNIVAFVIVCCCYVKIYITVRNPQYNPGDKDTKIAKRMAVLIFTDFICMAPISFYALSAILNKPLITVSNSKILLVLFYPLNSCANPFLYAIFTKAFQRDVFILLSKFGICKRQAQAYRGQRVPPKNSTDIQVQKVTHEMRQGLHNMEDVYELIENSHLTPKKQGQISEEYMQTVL
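TSHR-expressing cells, 200/well, pre-treated with compound, then stimulated with EC80 TSH (4nM final) for 2 hours at 37 deg C. cAMP measured by competitive HTRF: anti-cAMP cryptate antibody in lysis buffer plus cAMP-d2, read after 30 minutes at room temperature.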
MBNL1-CUG inh: qHTS Assay for Inhibitors of MBNL1-poly(CUG) RNA binding; Potency, µM (highest dose often 57.5 µM), for the others: top-dose activity change, negative = inhibition, usual class: inhibitors; AID 2675, 2010; Muscleblind-like protein 1 (Homo sapiens), Q9NR56; TR-FRET MBNL1-His/biotin-(CUG)12 binding, 665/545 ratio; actives 0.036% (n = 280,000); active = well fitted inhibition curve with a large enough effect in the signal ratio, with a control signal flat, not every such curve was filed as active; inconclusive = small, poorly fitted or top-dose-only effect, or effect the other way, or a change in a side signal; inactive = no such curve, though single readings can be large or run the other way; the % refers to the signal ratio; note: potency is the fitted concentration of half-maximal effect; % is set by controls: 0 for no effect and ±100 for the full control effect
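TR-FRET readout: Ex 340 nm, 665/545 nm emission ratio, normalized to buffer-only (basal) and MBNL1-(CUG)12 controls. Complex of MBNL1-His with Biotin-(CUG)12, compounds 92 nM–58 uM, incubated 60 min at room temperature.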
Numbers without * were called inactive; ? = inconclusive; · = no result given; [ ] = dose if it differs, or a comment. Unless noted, calls come from the whole dose curve; as a rule, active = well fitted curve in the direction sought with a large enough effect; inconclusive = small, poorly fitted or top-dose-only effect, or another doubt; inactive = no such curve, though single readings can be large; an effect the other way counts as inactive or inconclusive. An excerpt, so the mix of outcomes need not match the whole.

canonical_smiles	MBNL1-CUG inh	TCR act	a7 integrin act	TSHR antag	Menin MLL FP TR	S-ASM inh	MLL CXXC-DNA inh	A-T KAP1 phos	Mito fusion act	TSG101-PTAP inh
CC(C)C12CN3CC(C(C)C)(CN(C1)C3c1ccc3c(c1)OCO3)C2=O (stereo not drawn)	3%	0%	-2%	-2	-15%	-3%	-4%	8%	6%	1%
COc1ccc(NC(=O)c2cc(S(=O)(=O)N3CCCCC3)c[nH]2)c(OC)c1	-10%	-3%	2%	-5	-10%	1%	-5%	0%	0%	0%
O=C(Nn1cnc2ccccc2c1=O)c1ccc([N+](=O)[O-])cc1Cl	22%	-5%	0%	-5	7%	1%	-21%	2%	-3%	-3%
CSCC(=O)Nc1cc(C)on1	-6%	-2%	9%	6	·	-2%	-27%	-5%	-3%	-3%
Cc1ccc(C)c(NC(=O)CN(C)C(=O)c2ccc(Cl)nc2)c1	2%	-4%	10%	5	0%	0%	5%	1%	-7%	-4%
CC(C)NC(=O)C(=O)Nc1cc2c3c(c1)CCC(=O)N3CCC2	-1%	-4%	12%	1	·	0%	1%	-11%	-9%	-6%
Cn1cnc([N+](=O)[O-])c1N=C(N)N	3%	-4%	18%	-6	-1%	-1%	-6%	2%	6%	2%
Cc1ccc(NC(=O)CN2C(=O)S/C(=C\c3cccn3-c3cccc(C(=O)O)c3)C2=O)c(C)c1	13%	2%	21%	14	51%[activator]	-1%	4%	1%	-3%	-8%
Cc1ccc(S(=O)(=O)N2CCOCC2)cc1C(=O)OCC(=O)Nc1ccc2c(c1)OCO2	-2%	-1%	-9%	·	-17%	-3%	9%	·	2%	-8%
CCCCN(C)C(=O)c1cc2cc3ccc(OC)cc3nc2o1	?	-2%	?	-3	-24%	99%[activator]	12%	9%	-9%	-7%
Cc1cccc(Oc2cc(N)cc([N+](=O)[O-])c2)c1	15%	4%	-44%	-1	40%[activator]	-7%	-9%	-2%	1%	-2%
CCOc1ccc(CN(C)CC(=O)Nc2cccc(S(=O)(=O)N(C)c3ccccc3)c2)cc1	0%	-3%	-37%	-6	-8%	-4%	1%	3%	16%	-4%
O=C(COC(=O)[C@H](Cc1ccccc1)N1C(=O)c2ccccc2C1=O)Nc1ccc2c(c1)OCO2	9%	3%	2%	-23	2%	-11%	8%	·	6%	-6%
N#CCCN(C(=O)COC(=O)c1ccc(S(=O)(=O)Nc2ccccc2)cc1)c1ccccc1	-2%	1%[46.1 µM]	-8%	5	3%	-1%	1%	-3%	-1%	0%
COc1ccc(S(=O)(=O)NCCCc2ccccc2)cc1	·	-5%	2%	·	·	1%	·	·	·	-4%
COc1ccccc1CNC(=O)C1CCN(C(=O)[C@@H]2Cc3ccccc3CN2)CC1	-9%	-1%	3%	3	-2%	0%	17%	2%	0%	-4%
CC(C)CN1CCN(Cc2ccc3ncccc3c2)CC1CCO (stereo not drawn)	3%	-6%	3%	-5	4%	3%	5%	6%	-10%	1%
NC(=O)c1c(NC(=O)c2cc3ccccc3o2)sc2c1CCC2	7%	-4%	8%	-8	?	101%[activator]	-7%	15%	10%	5%
CCN1C(=O)c2cccc3c(S(=O)(=O)NC(Cc4c[nH]c5ccccc45)C(=O)O)ccc1c23 (stereo not drawn)	?	-3%	19%	-2	10%	-4%	-6%	3%	0%	-6%
O=C(NCCc1c[nH]c2ccccc12)c1cc(Cl)c2c(c1)OCO2	-5%	3%	-21%	2	?	-4%	3%	12%	-7%	0%
CC/C(=N\NC(=O)CNC(=O)/C=C/c1ccc(OC)cc1)c1ccccc1	2%	4%	-24%	-2	-13%	3%	31%[activator]	·	-7%	-1%
CC(=O)Nc1c(C(=O)N2CCOCC2)cnn1-c1ccc(C)c(C)c1	11%	-3%	-15%	-5	1%	-2%	0%	2%	-1%	-1%
CCC(=O)Nc1ccc(-c2cc(-c3ccccc3)nc(-c3ccc(NC(=O)CC)cc3)n2)cc1	48%[activator]	·	-5%	17	·	5%	-3%	3%	-1%	-10%
CCCC(=O)Nc1ccc(-c2nc3cc(C)c(C)cc3o2)c(O)c1	65%[activator]	-4%	25%	-3	29%	27%	22%	0%	-2%	0%
O=C(CNCC1CCCCC1)Nc1ccccc1N1CCCCC1	-6%	·	-54%[inhibitor]	-6	?	0%	-2%	?	2%	-5%
Cc1ccc(OC(=O)c2oc3ccc(F)cc3c2C)c(C)c1	1%	·	-28%	-5	4%	-7%	-6%	20%	-11%	-6%
COc1cc(C2C(C#N)=C(N)N(Nc3ccccc3)C3=C2C(=O)CC(C)(C)C3)ccc1OCc1cccc(F)c1 (stereo not drawn)	2%	-22%	8%	-2	-13%	153%[activator]	19%	-3%	1%	0%
Cc1ccc(NC(=O)c2cc3ccccc3o2)cc1	23%	·	-17%	-13	0%	-3%	-3%	3%	-2%	-13%
CC(=O)c1cc(C#N)c(SCc2ccc([N+](=O)[O-])cc2)nc1C	2%	3%	-30%	-8	8%	-2%	10%	5%	3%	1%
O=C(O)C1Oc2ccccc2C1c1ccccc1 (stereo not drawn)	·	-4%	5%	·	·	0%	·	·	·	-1%
O=C(NOCc1ccccc1)c1coc(-c2ccccc2)n1	·	3%[46.1 µM]	10%	15	·	-12%	·	6%	·	-6%
O=C(NC1CCCC1)C1CC(=O)N(c2ccc(F)cc2)C1 (stereo not drawn)	0%	4%	0%	-3	-3%	2%	-2%	8%	1%	-6%
CC1CC(C)CN(S(=O)(=O)c2ccc(C(=O)NNC(=O)c3ccccc3F)cc2)C1 (stereo not drawn)	·	-4%	3%	-6	·	0%	·	-4%	·	-12%
Cc1c(NC(=O)OCCSc2nc(N(C)C)nc(N(C)C)n2)sc(=S)n1C	41%[activator]	·	-40%	·	24%	0%	2%	·	-1%	-4%
Cc1[nH]n(-c2nc(-c3ccccc3)cc(=O)[nH]2)c(=O)c1CCO	·	-17%	-7%	2	2%	3%	-7%	1%	-5%	-5%
CCOC(=O)c1sc(=S)n(-c2ccccc2)c1NC(C)=O	4%	9%	-19%	-7	·	2%	-19%	-12%	-4%	0%
Cc1cc(C)cc(C(=O)NC(CC(N)=O)c2ccc(N3CCN(C)CC3)c([N+](=O)[O-])c2)c1 (stereo not drawn)	-3%	11%	9%	-2	-6%	1%	2%	-4%	3%	-5%
COc1ccc(CCNC(=O)C2Cc3ccccc3C(=O)O2)cc1 (stereo not drawn)	0%	1%	3%	1	-5%	0%	3%	1%	0%	0%
CC1CCCN(S(=O)(=O)c2ccc(C(=O)NC(C)c3ccccc3)cc2)C1 (stereo not drawn)	·	9%	-8%	-6	·	·	·	2%	11%	-3%
CC1=C(C(=O)N2CCOCC2)C(c2ccc(Cl)cc2)NC(=S)N1 (stereo not drawn)	-4%	-1%[46.1 µM]	-16%	24	-16%	0%	9%	8%	5%	-3%
COc1ccc(CCNC(=O)c2ccccc2)cc1	-4%	·	24%	6	-13%	1%	-5%	-14%	-1%	0%
COc1cc(/C=N\NC(=O)c2c(C)nc3cc(C)ccn23)ccc1O	21%	-4%	15%	8	-3%	12%	-11%	-4%	-7%	1%
O=C(Nc1nnc(Cc2ccccc2)s1)c1ccco1	-6%	0%	-5%	-6	-2%	2%	-10%	·	4%	-15%
CC(=O)NC(Cc1ccccc1C)C(=O)NC1CCN(C(=O)c2cccc(C)c2)CC1 (stereo not drawn)	-7%	0%	-28%	-3	-4%	5%	?	0%[11.5 µM]	0%	2%
